PI4K2A block: qHTS for small molecular inhibitors of PI4K2A. Phosphatidylinositol 4-kinase type 2-alpha (Homo sapiens), Q9BTU6. purified PI4K2A, ADP-Glo luminescence, 1 h; hits give low values. activity change, negative = inhibition, % at 76.9 µM. hit rate 0.13% among 420,000. AID 1346378, 2018; in the data active = activity change below about -50%; inconclusive = mostly about -30% to -49%;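 note: -100% = wells without enzyme as full effect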
Target sequence (Q9BTU6 whole entry, looked up): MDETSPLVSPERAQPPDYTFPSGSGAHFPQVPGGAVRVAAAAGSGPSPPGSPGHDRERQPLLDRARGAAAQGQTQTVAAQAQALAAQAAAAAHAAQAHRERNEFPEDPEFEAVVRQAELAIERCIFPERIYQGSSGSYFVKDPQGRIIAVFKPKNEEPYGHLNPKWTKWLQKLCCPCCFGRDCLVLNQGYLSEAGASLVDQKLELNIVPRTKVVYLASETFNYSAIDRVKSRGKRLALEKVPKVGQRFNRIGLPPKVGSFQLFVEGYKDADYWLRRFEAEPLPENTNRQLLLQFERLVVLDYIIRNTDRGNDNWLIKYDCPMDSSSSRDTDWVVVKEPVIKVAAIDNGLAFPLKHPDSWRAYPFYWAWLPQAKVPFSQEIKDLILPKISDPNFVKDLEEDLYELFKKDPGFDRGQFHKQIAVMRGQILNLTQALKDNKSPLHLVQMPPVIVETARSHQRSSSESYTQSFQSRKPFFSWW
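ADP-Glo luminescence measured ADP generated by PI4K2A enzyme (4 ug/mL before mixing) with 1.2 mM PI substrate (pre-mix) and 300 microM ATP (pre-mix). Tris pH7.5 buffer with MgCl2, Triton X-100; 1 h reaction at ambient temperature.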
* = called active by the depositor; ? = inconclusive. These rows are one share of the data, so the mix of outcomes need not match the whole.

PI4K2A block | SMILES
-5.7 | COC(=O)C1CN(Cc2cn(Cc3ccc(OC)cc3)nn2)CCS(=O)(=O)N1Cc1ccccc1 (stereo unspecified)
-2.1 | COc1ccc2c(c1)CNC2CS(=O)(=O)NCc1ccccc1 (stereo unspecified)
-3.4 | COc1cccc(-c2nnc3sc(-c4ccc(Br)o4)nn23)c1
-3.9 | O=C(Nc1ccc(F)cc1)C(c1cc2ccccc2o1)N1CCN(C(=O)c2ccco2)CC1 (stereo unspecified)
-1.1 | Cc1ccc(C2=CCN(C)C(=O)N2c2ccccc2)cc1
-3.8 | COc1ccc(N2CCN(CCCNC(=O)COc3ccc(F)cc3)CC2)cc1
2.6 | COC(=O)[C@H]1C[C@@]2(Oc3ccc(Br)cc3)c3ccccc3N(C(=O)OC(C)(C)C)[C@H]2N1C(=O)OC(C)(C)C
3.5 | Cc1ccc(N2CCN(C(=O)C(=O)c3cccc([N+](=O)[O-])c3)CC2)cc1
-2.3 | COc1ccccc1C=NNC(=O)CSc1nc2ccccc2n1Cc1ccc(Cl)cc1
5.3 | CC(C)(C)CCN1C[C@@H]2C(CNC(=O)c3cc(Cl)cc(Cl)c3)[C@@H]2C1 (stereo partly specified)
-4.0 | CCOc1ccc(C=NNC(=O)c2cc(-c3ccc(Cl)cc3)n[nH]2)cc1
2.6 | COC(=O)[C@@H]1[C@H](O[Si](C)(C)C(C)(C)C)[C@H]2O[C@H]2C[C@H]1S(=O)(=O)c1ccccc1
-7.0 | COc1ccc(S[C@]2(C(=O)N3CCN(C(C)=O)CC3)CC(=O)N(C(=O)c3ccccc3)[C@@H]2c2ccc(OC)cc2)cc1
-1.8 | Clc1ccc(-c2nnc(SCc3cccc4ccccc34)n2Cc2ccco2)cc1
-1.6 | c1ccc(CSc2ncccc2-c2nc3ccccc3[nH]2)cc1
-2.1 | COC(=O)[C@@]12C[C@@H](CC(=O)NCCC(C)C)C(=O)N(Cc3ccccc3)C1=CCC(C)(C)C2
0.7 | O=C(NCCc1c[nH]c2ccccc12)OCc1cn(-c2cccc(Cl)c2)nn1
4.2 | O=C(CSc1nnc(COc2ccccc2)n1-c1ccccc1)Nc1ccc(S(=O)(=O)Nc2nccs2)cc1
0.5 | Cc1ccc(-c2nc3ncccn3c2N)cc1
1.1 | CC(c1nc2ccccc2[nH]1)n1c(-c2ccncc2)nc2ccccc21 (stereo unspecified)
2.7 | Cc1cc(NS(=O)(=O)c2ccc(NC(=O)CSc3nnc(-c4ccccn4)n3-c3ccccc3)cc2)nc(C)n1
6.1 | COc1ccc(N2CCN(C(=O)C(=O)c3cc(OC)c4ccccc4c3)CC2)cc1
-0.6 | C/C(C=NNC(=O)CSc1nnc(-c2ccc(Cl)cc2)n1-c1ccc(C)cc1)=C\c1ccccc1
2.3 | Cc1ccc(CN2CCCCC(NC(=O)c3cccc(F)c3)C2=O)cc1 (stereo unspecified)
3.5 | CCC(C(=O)NC1CCCC1)n1c(-c2ccccn2)nc2ccccc21 (stereo unspecified)
-2.4 | COC(=O)[C@@]12C[C@@H](CC(=O)N3CCN(C(=O)C4CC4)CC3)C(=O)N(Cc3ccc4c(c3)OCO4)C1=CCC(C)(C)C2
0.1 | O=C(Cn1nnc(-c2ccncc2)n1)Nc1ccc(F)cc1F
-3.2 | CCCCN1CCN(C(=O)c2cn(C(C)c3ccccc3)nn2)CC1 (stereo unspecified)
-2.5 | O=C(CSc1nnc(COc2ccc(Cl)cc2)n1Cc1ccco1)Nc1cccc2ccccc12
1.5 | CCN(CC)C(=O)c1oc(=O)c2ccccc2c1-c1ccc(C)cc1
-0.7 | Cc1ccc(-n2c(Cc3cccs3)nnc2SCc2ccc(C#N)cc2)cc1
-3.6 | COc1ccc(C(=O)CSc2nnc(-c3cccnc3)n2-c2ccccc2)cc1
-0.6 | CCOC(=O)/C=C/c1cccc(OC)c1O
-2.6 | CC(=O)NC(Cc1ccc2c(c1)OCO2)C(=O)N1CCCN(C(C)=O)CC1 (stereo unspecified)
-10.2 | Cc1ccc(CSc2nnc(-c3cc(-c4ccc(C)cc4)n[nH]3)n2N)cc1
-3.0 | CCOC(=O)[C@@]12CCCC=C1N(CCc1ccc(Cl)cc1)C(=O)[C@H]2CC(=O)NCc1cccc(C(F)(F)F)c1
-0.5 | Cc1ccc(CNC(=O)O[C@H]2CC[C@@]34CCCN3C(=O)CCC[C@H]4C2)o1
-1.9 | Nn1c(SCc2ccc([N+](=O)[O-])cc2)nnc1-c1cc(-c2ccccc2)n[nH]1
-1.2 | CC(=O)C1(C(=O)N2CCOCC2)CC(c2ccccc2C(F)(F)F)=NO1 (stereo unspecified)
7.3 | COc1ccc(-n2c(SCc3cccc4ccccc34)nnc2-c2ccccc2)cc1
1.9 | FC(F)(F)c1cccc(NC(=S)OC2CCC23CCC(c2ccccc2)CC3)c1 (stereo unspecified)
1.9 | Cc1cccc(C)c1NC(=O)C1(C)CSCC(=O)N1Cc1cccs1 (stereo unspecified)
2.4 | O=C(NCc1ccccc1)OCCN1C(=O)CCC12CCC(c1ccc(Cl)cc1)CC2 (stereo unspecified)
1.0 | CCN(CC)C(=O)CC[C@H]1CC[C@]2(CCCN(S(C)(=O)=O)C2)O1
-2.1 | Cc1cccc(C(=O)Nc2c(-c3ccccc3)nc3ncccn23)c1
-7.3 | Cc1nn(-c2ccccc2)c2sc(C(=O)NCCc3ccccc3)cc12
3.3 | Cc1nn(-c2ccccc2)c2sc(C(=O)N3CCC4(CC3)OCCO4)cc12
1.4 | CCCCOCCCNC(=O)C[C@H]1C[C@@]2(C(=O)OC)C(=C[C@H](C3CCCC3)O[C@@H]2C)N(Cc2ccc(Cl)cc2Cl)C1=O
1.2 | O=C(c1cccs1)N1CC[C@H]2[C@H](CCCN2Cc2cc(F)cc(F)c2)C1
-0.9 | COc1ccc(/C(C)=C/C(=O)O)c(OC)c1
3.0 | O=C(NCc1cccs1)C1CCCN(S(=O)(=O)c2ccc([N+](=O)[O-])cc2)C1 (stereo unspecified)
-4.9 | COc1ccc(-c2cc(C(=O)N/N=C/C(C)=C\c3ccco3)[nH]n2)cc1
-14.6 | Fc1ccc(-c2cc(-c3nnc4sc(Cc5cccs5)nn34)[nH]n2)cc1
5.6 | O=C(CSc1nnc(-c2cccs2)n1Cc1ccco1)Nc1ccc(Oc2ccccc2)cc1
3.9 | CC(C)(C)c1ccc(-c2cn(C[C@H](Cc3ccccc3)n3c(=O)c4ccccc4n3Cc3ccno3)nn2)cc1
-4.0 | COCCSc1nnc(-c2cccnc2)n1Cc1ccccc1
4.2 | CN(CCO)c1cccc2c1S(=O)(=O)N(Cc1cn(Cc3ccc(C(F)(F)F)cc3)nn1)Cc1ccccc1O2
4.1 | CCOc1cccc(-c2nn3c(-c4cccc(C)c4)nnc3s2)c1
-2.2 | CCCCCCCCN1C(=O)[C@@H](CC(=O)N2CCCCC2)C[C@@]2(C(=O)OC)C1=C[C@H](COCc1ccccc1)O[C@@H]2C
-6.8 | CCN(CC)c1ccc(C=NNC(=O)c2cc(-c3ccc(C)c(C)c3)n[nH]2)c(O)c1

Remaining list, next part
PI4K2A block | SMILES
-3.3 | CCNC(=O)Nc1ccc2c(c1)C(=O)N(C)[C@H]1CC[C@H](CC(=O)N[C@H](C)c3ccccc3)O[C@@H]1CO2
5.4 | Clc1ccc(-c2nnc3n2N=C(c2ccc(-c4ccccc4)cc2)CS3)c(Cl)c1
-5.6 | CC1CCC2(CC1)CCC2NCc1ccc(Br)cc1 (stereo unspecified)
2.5 | OC(c1ccccc1)(c1ccccc1)C1CCN(CCCNc2ccccc2F)CC1
-2.0 | Cc1ccccc1NC(=O)[C@H]1CC(=O)O[C@@H]1c1ccccc1
-3.3 | Cc1ccc(OCc2nnc(SC/C=C/c3ccccc3)n2Cc2ccco2)cc1
-3.4 | CC(C)c1cc(C(C)C)c(S(=O)(=O)N2CCC(c3cn4ccccc4n3)CC2)c(C(C)C)c1
-10.7 | O=C(O)c1ccccc1-c1noc(-c2ccccc2F)n1
-2.6 | CC1(c2nnnn2Cc2ccccc2)CN(S(C)(=O)=O)CC(=O)N1Cc1cccs1 (stereo unspecified)
2.2 | CCc1c(-c2ccccc2)ncn1Cc1cccc(-c2ccccc2)c1
2.5 | COc1ccc(OC)c(S(=O)(=O)N2CCCC(C(=O)N3CCN(Cc4ccccc4)CC3)C2)c1 (stereo unspecified)
-1.7 | COc1ccc(-c2cc(-c3nnc(SCC(=O)N4CCOCC4)n3N)[nH]n2)cc1
-8.5 | COc1ccc(-n2c(SCC(=O)N/N=C(/C)c3cccc(O)c3)nc3ccccc3c2=O)cc1
0.9 | COC(=O)C[C@@H]1C=C[C@@H](NC(=O)C2CCC2)[C@@H](CO)O1
1.4 | N#CCC[C@@H]1CC[C@]2(CCCN(C(=O)c3ccno3)C2)O1
5.9 | CSCCC(C(=O)NC(C)(C)C)n1c(-c2ccc3c(c2)OCO3)nc2ccccc21 (stereo unspecified)
-5.9 | CC(=O)CC[C@@H]1CC[C@]2(CCCN(C(=O)c3ccno3)C2)O1
-3.2 | Cc1cccc(C)c1NC(=O)C1(C)CN(S(C)(=O)=O)CC(=O)N1CCc1ccc(O)cc1 (stereo unspecified)
-0.3 | O=C(Nc1nc2ncccn2c1-c1ccc(C(F)(F)F)cc1)c1ccccc1
2.7 | CC(C)(C)C(=O)N1CCC[C@]2(CC[C@H](CCC#N)O2)C1

Reprinted from above (22 entries):
PI4K2A block | SMILES
-2.2 | CCCCCCCCN1C(=O)[C@@H](CC(=O)N2CCCCC2)C[C@@]2(C(=O)OC)C1=C[C@H](COCc1ccccc1)O[C@@H]2C
-6.8 | CCN(CC)c1ccc(C=NNC(=O)c2cc(-c3ccc(C)c(C)c3)n[nH]2)c(O)c1
-3.3 | CCNC(=O)Nc1ccc2c(c1)C(=O)N(C)[C@H]1CC[C@H](CC(=O)N[C@H](C)c3ccccc3)O[C@@H]1CO2
5.4 | Clc1ccc(-c2nnc3n2N=C(c2ccc(-c4ccccc4)cc2)CS3)c(Cl)c1
-5.6 | CC1CCC2(CC1)CCC2NCc1ccc(Br)cc1 (stereo unspecified)
2.5 | OC(c1ccccc1)(c1ccccc1)C1CCN(CCCNc2ccccc2F)CC1
-2.0 | Cc1ccccc1NC(=O)[C@H]1CC(=O)O[C@@H]1c1ccccc1
-3.3 | Cc1ccc(OCc2nnc(SC/C=C/c3ccccc3)n2Cc2ccco2)cc1
-3.4 | CC(C)c1cc(C(C)C)c(S(=O)(=O)N2CCC(c3cn4ccccc4n3)CC2)c(C(C)C)c1
-10.7 | O=C(O)c1ccccc1-c1noc(-c2ccccc2F)n1
-2.6 | CC1(c2nnnn2Cc2ccccc2)CN(S(C)(=O)=O)CC(=O)N1Cc1cccs1 (stereo unspecified)
2.2 | CCc1c(-c2ccccc2)ncn1Cc1cccc(-c2ccccc2)c1
2.5 | COc1ccc(OC)c(S(=O)(=O)N2CCCC(C(=O)N3CCN(Cc4ccccc4)CC3)C2)c1 (stereo unspecified)
-1.7 | COc1ccc(-c2cc(-c3nnc(SCC(=O)N4CCOCC4)n3N)[nH]n2)cc1
-8.5 | COc1ccc(-n2c(SCC(=O)N/N=C(/C)c3cccc(O)c3)nc3ccccc3c2=O)cc1
0.9 | COC(=O)C[C@@H]1C=C[C@@H](NC(=O)C2CCC2)[C@@H](CO)O1
1.4 | N#CCC[C@@H]1CC[C@]2(CCCN(C(=O)c3ccno3)C2)O1
5.9 | CSCCC(C(=O)NC(C)(C)C)n1c(-c2ccc3c(c2)OCO3)nc2ccccc21 (stereo unspecified)
-5.9 | CC(=O)CC[C@@H]1CC[C@]2(CCCN(C(=O)c3ccno3)C2)O1
-3.2 | Cc1cccc(C)c1NC(=O)C1(C)CN(S(C)(=O)=O)CC(=O)N1CCc1ccc(O)cc1 (stereo unspecified)
-0.3 | O=C(Nc1nc2ncccn2c1-c1ccc(C(F)(F)F)cc1)c1ccccc1
2.7 | CC(C)(C)C(=O)N1CCC[C@]2(CC[C@H](CCC#N)O2)C1

Additional records follow:
PI4K2A block | SMILES
-4.7 | CCCCCCCCN1C(=O)[C@@H](CC(=O)N2CCCCC2)C[C@@]2(C(=O)OC)C1=C[C@H](C(C)C)O[C@@H]2C1CC1
-4.7 | COC(=O)[C@]12C[C@H](CC(=O)NCc3ccc(C)o3)C(=O)N(Cc3cccc4ccccc34)C1=C[C@H](C(C)(C)C)O[C@@H]2C
4.3 | Cc1ccc(NC(=O)OC2CC3CC2[C@H]2CCCCN2[C@H]3Cc2ccccc2)cc1 (stereo partly specified)
-0.4 | CCC[C@H]1[C@@H](NC(=O)c2ccc(OC)cc2)CC[C@@]23CCCN2C(=O)CCC[C@@H]13
0.9 | C[C@H]1C2CC(OC(=O)NCc3ccccc3)C(C2)[C@H]2CCCCN21 (stereo partly specified)
-1.8 | CCCC[C@H](CCCc1ccc(F)cc1)CCC(=O)N(c1ccccc1)c1ccccc1
-4.8 | COc1cccc(CNC(=O)CCCN2C(=O)COc3ccc(C)cc32)c1OC
-1.9 | O=C1CCC[C@H]2C[C@H](NCc3cccc(Cl)c3)CC[C@]23CCCN13
-0.9 | CSCCC(C(=O)Nc1c(C)cccc1C)n1c(-c2cnc(C)cn2)nc2ccccc21 (stereo unspecified)
-2.8 | O=C(OC12CCCN(C1)/C(=C/c1ccc(Cl)cc1)C2)c1ccc(F)cc1 (stereo unspecified)
-0.5 | CCOC(=O)[C@]12CCCC=C1N(CCC1=CCCCC1)C(=O)[C@H](CC(=O)N1CCC(c3ccccc3)CC1)C2
3.2 | COC(=O)[C@]12C[C@H](CC(=O)N3CCCCC3)C(=O)N(Cc3ccc(Cl)cc3Cl)C1=C[C@H](C(C)C)O[C@@H]2C1CC1
-4.6 | Cc1ccccc1NC(=O)OCCCN1C(=O)CCC12CCC(C)CC2 (stereo unspecified)
? | COc1ccc(-c2nnc(SCC(=O)N/N=C\C=C/c3ccco3)n2-c2ccc(C)cc2)cc1
